KDM5B inhibitor – Primary screen for KDM5B Histone Demethylases FDH-coupled qHTS; 220,000 tested, 2.6% active; Potency, µM (titrated, usually from 57.7 µM), for inactives: top-dose activity change, negative = inhibition, usual class: inhibitors; KDM5B demethylase, FDH-coupled NADH fluorescence (FDH is formaldehyde dehydrogenase); Lysine-specific demethylase 5B (Homo sapiens), Q9UGL1; active = well fitted inhibition curve with a large enough effect; inconclusive = small, poorly fitted or top-dose-only effect; inactive = no such curve, though single readings can be large or run the other way; also: 0% is about no effect; nearly all actives have a fitted effect of over 70% in size
Target sequence (Q9UGL1 whole entry, looked up): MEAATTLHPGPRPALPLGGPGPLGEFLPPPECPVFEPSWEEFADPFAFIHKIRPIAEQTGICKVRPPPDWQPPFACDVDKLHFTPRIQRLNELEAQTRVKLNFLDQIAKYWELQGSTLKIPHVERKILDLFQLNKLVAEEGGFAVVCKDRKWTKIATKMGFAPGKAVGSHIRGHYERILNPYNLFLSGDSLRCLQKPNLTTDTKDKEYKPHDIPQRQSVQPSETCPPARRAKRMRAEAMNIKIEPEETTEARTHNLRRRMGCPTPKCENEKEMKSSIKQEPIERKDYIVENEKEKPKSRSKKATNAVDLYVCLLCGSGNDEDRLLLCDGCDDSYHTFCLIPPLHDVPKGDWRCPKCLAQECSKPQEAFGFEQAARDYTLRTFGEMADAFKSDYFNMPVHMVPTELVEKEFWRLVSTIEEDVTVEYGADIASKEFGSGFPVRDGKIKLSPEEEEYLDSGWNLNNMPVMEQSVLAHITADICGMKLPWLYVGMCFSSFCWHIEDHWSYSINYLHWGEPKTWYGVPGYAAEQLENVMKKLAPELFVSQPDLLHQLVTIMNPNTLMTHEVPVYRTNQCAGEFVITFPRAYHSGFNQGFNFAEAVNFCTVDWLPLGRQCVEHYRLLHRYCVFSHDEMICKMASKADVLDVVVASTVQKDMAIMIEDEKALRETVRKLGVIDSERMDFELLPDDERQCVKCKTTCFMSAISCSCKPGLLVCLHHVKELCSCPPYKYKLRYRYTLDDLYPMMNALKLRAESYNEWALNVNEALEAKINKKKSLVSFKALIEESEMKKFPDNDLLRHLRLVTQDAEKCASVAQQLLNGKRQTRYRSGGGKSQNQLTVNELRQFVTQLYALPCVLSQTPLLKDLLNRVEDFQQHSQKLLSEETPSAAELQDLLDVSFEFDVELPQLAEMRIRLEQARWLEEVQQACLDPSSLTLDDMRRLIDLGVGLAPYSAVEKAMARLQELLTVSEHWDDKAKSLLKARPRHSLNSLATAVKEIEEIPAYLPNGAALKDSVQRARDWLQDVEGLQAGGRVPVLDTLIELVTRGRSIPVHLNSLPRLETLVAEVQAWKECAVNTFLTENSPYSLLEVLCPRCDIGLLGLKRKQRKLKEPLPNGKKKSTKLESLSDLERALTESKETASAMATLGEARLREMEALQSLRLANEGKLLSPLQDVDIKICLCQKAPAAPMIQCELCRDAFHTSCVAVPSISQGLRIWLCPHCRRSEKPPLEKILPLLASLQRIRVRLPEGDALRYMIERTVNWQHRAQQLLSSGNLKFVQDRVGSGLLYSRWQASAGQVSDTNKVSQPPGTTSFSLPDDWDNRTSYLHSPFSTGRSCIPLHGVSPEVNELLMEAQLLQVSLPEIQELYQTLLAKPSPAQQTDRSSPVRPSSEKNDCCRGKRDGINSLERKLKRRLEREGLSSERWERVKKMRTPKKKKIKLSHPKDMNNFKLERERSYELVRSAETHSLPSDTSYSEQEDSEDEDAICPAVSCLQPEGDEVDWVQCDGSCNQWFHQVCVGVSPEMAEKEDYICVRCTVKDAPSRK
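Inhibition is measured as reduced NADH fluorescence generation from FDH coupling to formaldehyde release. Truncated KDM5BΔAP at 200 nM final acts on H3K4me3 peptide (12.5 µM in substrate mix) in pH 7.5 HEPES buffer with Tween-20, 30 min, room temperature.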
* = called active by the depositor; ? = inconclusive; [ ] = another dose, or the depositor's remark. Potency is read from the fitted curve at half-maximal effect. Not all compounds are listed; the hit share may differ from the screen's.

SMILES | KDM5B inhibitor
COC(=O)c1c(-c2cccs2)csc1NC(=O)c1cccc(Cl)c1 | ?
CCCOC(=O)c1ccc(NC(=O)Cn2nnc3sc4c(c3c2=O)CCC(C(C)(C)C)C4)cc1 (stereo not given) | -18%
CCCOc1nccnc1NC1CCN(S(=O)(=O)CC)CC1 | 28µM*
Cc1c(NC(=O)c2nc3ccccc3n(C)c2=O)cccc1[N+](=O)[O-] | -2%
O=C1c2cnc(-c3cccc(C(F)(F)F)c3)nc2OCCN1CC1CC1 | -9%[86.2 µM]
COc1ccccc1/C=C/C=C1\Oc2cc(OS(=O)(=O)c3ccccc3)ccc2C1=O | -9%
Cc1ccc(-c2cccc(C=O)c2)c(C)c1 | -10%[230 µM]
CN(CCc1ccccn1)[C@@H]1[C@H](O)[C@H](CO)O[C@@H]1CNC(=O)c1ccc(C(F)(F)F)cc1 | ?
CCc1cccc2c(-c3ccc(F)cc3)nc(SCC(=O)Nc3ccccc3)nc12 | -24%
O=C(C1CC1)N1CCC2(CC1)CCN(Cc1cccs1)c1ccccc1O2 | -33%
CCOC(=O)c1cc(-c2csc(COc3ccccc3Cl)n2)on1 | 19%
CC(=O)NC(Cc1c[nH]c2ccccc12)C(=O)N1CCC1 (stereo not given) | 7%
Cc1ccc2c(-c3oc4ccccc4c3NC(=O)C3CC3)cc(=O)oc2c1C | 8%
Cc1nn(C)c2nc(OC(C)C(=O)Nc3ccccc3F)cc(-c3ccccc3)c12 (stereo not given) | -21%
CC(C)NC(=O)NC(=O)CSc1nc2ccccc2c(=O)n1C1CC1 | 9%
Cc1cc(C)n(C2CC(=O)N(c3ccc(C)c(Cl)c3)C2=O)n1 (stereo not given) | 4%
O=S1(=O)CC2SC(=S)N(Cc3ccccc3)C2C1 (stereo not given) | 22%
COc1ccc(CCNC(=O)C2c3ccccc3C(=O)N2Cc2ccccc2)cc1OC (stereo not given) | -12%
Clc1cc(CNCCc2cccs2)cc2c1OCCCO2 | 14%
COc1cc(C(=O)Nc2nnc(C)s2)c([N+](=O)[O-])cc1OC | 8%
Cc1cc(C)cc(NC(=O)C(=O)NCC(c2cccnc2)N2CCc3ccccc32)c1 (stereo not given) | 18%
CCOC(=O)c1c(C)oc2ncnc(Nc3ccc(CC)cc3)c12 | 9%
Cc1cc(NC(=O)CCN2CCN(Cc3cccc4ccccc34)CC2)ccc1Br | -20%
CC1Cc2cc(S(=O)(=O)N(Cc3ccccc3)C(C)C)ccc2N1C(=O)C1CCC1 (stereo not given) | -17%
C/C(=N\NC(=O)NC1CCCCC1)c1ccc(Cl)s1 | 17%
COc1ccc(-c2nc(SCC(=O)NC(C)CCc3ccccc3)n[nH]2)cc1 (stereo not given) | ?
COC(=O)c1ccc(NC(=O)NC(C)c2c(-n3cccc3)sc(C)c2C)cc1 (stereo not given) | ?
Cc1cc2oc(C(=O)Nc3cccc(Cl)c3C)cc(=O)c2cc1C | 8%
Cc1nc(C)c(C(=O)NC2CCc3nn(CC4CC4)c(=O)n3CC2)s1 (stereo not given) | 3%
Cc1c(NC(=O)c2c(Cl)cnn2C)cnn1C | -13%
CCc1ccc2oc(-c3cccc(NC(=O)COc4ccccc4Cl)c3)nc2c1 | -9%
COc1cc(C(=O)Nc2oc3ccccc3c(=O)c2-c2ccc3c(c2)OCO3)cc(OC)c1OC | 4%
O=C(CCC[C@H]1NC[C@@H]2C[C@H]1CN(Cc1ccccc1)C2)Nc1ccc(F)cc1F | 15%
CC(C(=O)N(C)CC(=O)Nc1ccccc1C(F)(F)F)N(C)Cc1ccccc1Br (stereo not given) | -16%
O=C1NC(=NC2CCCC2)C2(CCN(Cc3ccc(F)cc3)C2)N1c1cc(F)cc(F)c1 (stereo not given) | 11%[115 µM]
Cc1ccc(NC(=O)c2ccc(=O)n(CC(=O)Nc3c(C)cc(C)cc3C)n2)cc1 | 8%
C=C(C)COc1ccc(-c2nc(N)ncc2-c2ccccc2OC)c(O)c1 | -1%
Cc1ccnc(Nc2nc(C)c3cccc(C)c3n2)n1 | ?
CN(CC1CCOC1)S(=O)(=O)c1ccccc1F (stereo not given) | 8%
Cc1sc2nc(SCc3ccc(F)cc3Cl)n(CCCN3CCOCC3)c(=O)c2c1C | -12%
Cc1cccc(Oc2coc3cc(OCc4ccccc4)ccc3c2=O)c1 | 13%
C=CCOc1ccc(/C=C/c2cc(C(=O)O)c3ccccc3n2)cc1OC | 2%
O=C(COc1ccc(Br)cc1)NCc1ccc(-c2nn3cnnc3s2)cc1 | 12%
CC(C)(O)CCC(O)[C@](C)(O)C1CC[C@@]2(O)C3=C/C(=N\O)[C@@H]4C[C@@H](O)[C@@H](O)C[C@]4(C)C3CC[C@]12C (stereo not given in full) | 2%
CCN(CC)CCCNC(=O)c1oc2ccc(S(=O)(=O)N3CC(C)CC(C)C3)cc2c1C (stereo not given) | 13%
O=C(c1cccs1)N1CCCC(Cc2noc(-c3cccnc3)n2)C1 (stereo not given) | -19%
Cc1ccc(-c2cc(C(=O)N3CCCC(C(F)(F)F)C3)c3ccccc3n2)o1 (stereo not given) | ?
O=C(c1cc(F)cc(F)c1)N1CC2CC(C1)[C@H]1CCCC(=O)N1C2 (stereo not given in full) | 7%
CCOc1ccccc1N(CC(=O)N1CCC(C(N)=O)CC1)S(=O)(=O)c1ccc(SC)cc1 | 15%
CC1CCN(C(=O)c2ccc3c(c2)N(Cc2ccccc2)C(=O)c2ccccc2S3(=O)=O)CC1 | -7%
O=C(Cc1c[nH]c2ccccc12)N1CCC2(CC1)CC(OCC1CC1)CCO2 (stereo not given) | -22%
Clc1cccc(-c2ccc(CNCCSc3nnnn3-c3ccccc3)o2)c1 | ?
O=C1CC(N2CCC(c3nc4ccccc4o3)CC2)C(=O)N1c1cc(Cl)cc(Cl)c1 (stereo not given) | ?
O=C1CC(c2nc(-c3ccc4nc[nH]c4c3)no2)CN1C1CC1 (stereo not given) | -4%
COc1ccc(NC(=O)N2C[C@@H]3C[C@H](C2)c2ccc(NS(=O)(=O)c4cccc(F)c4)c(=O)n2C3)cc1 | ?
COc1ccc(NC(=O)C(=O)c2cn(CC(=O)N3CCCC3)c3ccccc23)cc1OC | 5%
Nc1cnnc(N/N=C\c2ccccc2)c1Cl | -25%
Cn1c(=O)c2c(nc(SCCCO)n2Cc2cccc3ccccc23)n(C)c1=O | 5%
CCOc1ccccc1NC(=O)C(c1ccccc1)N1Cc2ccccc2C1=O (stereo not given) | 3%
O=C1NCc2ccccc2CC12CCCN2Cc1ccc2ccccc2n1 (stereo not given) | ?
Next part.
SMILES | KDM5B inhibitor
CC(C)c1nc(-c2ccc(OC3CCN(C(=O)c4cc(F)ccc4F)C3)cc2)no1 (stereo not given) | 9%
Cc1noc(C)c1-c1cc(-c2ccccc2C(F)(F)F)cn2cncc12 | 40µM*
Cc1nc(N2CCS(=O)CC2)c2cc(-c3ccccc3)sc2n1 | ?
O=C(CC[C@H]1NC(=O)c2ccccc2NC1=O)NC1CCS(=O)(=O)C1 (stereo not given in full) | 1%
O=C(N[C@H]1CCN2C(=O)c3cc(-c4cccc(C(F)(F)F)c4)ccc3NC(=O)[C@H]12)c1cnccn1 | -24%
CCN1CCC2(CCC1=O)CN(Cc1cccc3cccnc13)CCN2C (stereo not given) | -19%
COc1ccc(CCNC(=O)c2cc(S(=O)(=O)N3CCCC(C)C3)cn2C)cc1OC (stereo not given) | 14%
COc1ccccc1CN(CCCO)CC(C#N)CCC#N (stereo not given) | 10%
COc1cccc(C2Cn3nnc(-c4nc(-c5ccccc5OC)no4)c3CO2)c1 (stereo not given) | ?
CSc1ccc(CCNC(=O)c2ccc(NC(=O)N3CCSc4nc(C)cc(C)c43)cc2)cc1 | 7%
COc1ccc(-c2c3c(nc4sc(C(=O)Nc5ccccc5F)c(N)c24)CC(C)(C)CC3=O)cc1 | 13%
COc1ccccc1CCC(=O)N1CCC2(CC1)N(C)C(=O)CS2(=O)=O | 31%

Records listed so far printed as active in KDM5B inhibitor:
SMILES | KDM5B inhibitor
CCCOc1nccnc1NC1CCN(S(=O)(=O)CC)CC1 | 28µM*
Cc1noc(C)c1-c1cc(-c2ccccc2C(F)(F)F)cn2cncc12 | 40µM*

Carrying on:
SMILES | KDM5B inhibitor
COc1ccc2[nH]cc(CCNC(=O)c3ccc(F)cc3F)c2c1 | 17%
c1ccc(CNc2cc3c(cn2)CN(Cc2cccnc2)CCN3)cc1 | ?
CCOC(=O)c1ccccc1NC(=O)CSc1ncnc2c(-c3ccccc3)c[nH]c12 | ?
O=c1c2c(CO)c(-c3ccccc3)nn2ccn1Cc1cc(=O)n2ccccc2n1 | ?
CCCCN(C)Cc1ccccc1OCC | ?
O=C1CC(/C=C/c2ccccc2)Cc2nc(N3CCCCC3)ncc21 (stereo not given) | -12%
Cn1cc(S(=O)(=O)N2CCCCC2)cc1C(=O)Nc1ccc(OC(F)(F)F)cc1 | 5%
Cc1ccccc1-c1cc(-c2c(C)noc2C)cc2c1C(=O)N(C)C2 | -11%[86.2 µM]
O=C(CSC12CC3CC(CC(C3)C1)C2)NCc1cc2n(n1)CCNC2 | -3%
COc1cc(C(=O)NCCNC(=O)c2cn(C)c3ccccc23)cc(OC)c1OC | 0%
Fc1ccc(C2Cn3nnc(-c4nc(-c5cccc(F)c5)no4)c3CO2)cc1 (stereo not given) | -1%
Cn1c(=O)c2c(nc(NCCO)n2Cc2ccc(Cl)cc2Cl)n(C)c1=O | -6%

Some values from the list:
`COc1ccc2[nH]cc(CCNC(=O)c3ccc(F)cc3F)c2c1` | KDM5B inhibitor = 17%
`Cn1cc(S(=O)(=O)N2CCCCC2)cc1C(=O)Nc1ccc(OC(F)(F)F)cc1` | KDM5B inhibitor = 5%

Next section
SMILES | KDM5B inhibitor
O=C(CCNS(=O)(=O)c1ccccc1)N1CCCCCC1 | 25%
COc1ccc(-c2cc(-c3cccnc3)cn3cncc23)cc1 | 40µM*
COc1nc(C)c(C(=O)NC2CC(c3cc(=O)[nH]c(C)n3)C2)s1 (stereo not given) | 2%
CC(/C=C1\SC(=S)N(CCC(=O)Nc2nc(C)cs2)C1=O)=C\c1ccccc1 | 3%
O=C1CCCCC(CNC(=O)c2ccc3ccccc3n2)N1 (stereo not given) | 7%
Cc1ccccc1CCN1CCC(CN(C(=O)c2ccoc2C)C2CCCC2)CC1 | -8%
CC(C)C[C@@H](NC(=O)C1=C[C@@H](NC(=O)Nc2ccc(OC(F)(F)F)cc2)[C@@H](O)[C@H](O)C1)C(N)=O | -27%
COc1ccc(C2(CC(=O)N3CCC(Oc4ccc(F)cc4)CC3)CC(=O)N(C3CC3)C2=O)cc1 (stereo not given) | -13%
Cc1cc(OCC(=O)NCc2cccnc2)c2c(C)cc(=O)oc2c1 | ?
Cc1nc(-c2ccccc2)n(Cc2nc(-c3ccc(Cl)cc3)oc2C)c(=O)c1CCO | ?
CCN(C(=O)c1ccco1)c1nc(-c2ccc(Br)cc2)cs1 | -3%
NC(=O)c1cc[nH]c1C1CCCN(Cc2ccc3c(c2)CCO3)C1 (stereo not given) | 8%

A draw from above in order of molecular weight, rising.
SMILES | KDM5B inhibitor
O=C1CCCCC(CNC(=O)c2ccc3ccccc3n2)N1 (stereo not given) | 7%
O=C(CCNS(=O)(=O)c1ccccc1)N1CCCCCC1 | 25%
Cc1cc(OCC(=O)NCc2cccnc2)c2c(C)cc(=O)oc2c1 | ?
Cc1ccccc1CCN1CCC(CN(C(=O)c2ccoc2C)C2CCCC2)CC1 | -8%
CC(/C=C1\SC(=S)N(CCC(=O)Nc2nc(C)cs2)C1=O)=C\c1ccccc1 | 3%
CC(C)C[C@@H](NC(=O)C1=C[C@@H](NC(=O)Nc2ccc(OC(F)(F)F)cc2)[C@@H](O)[C@H](O)C1)C(N)=O | -27%

(more compounds)
SMILES | KDM5B inhibitor
Cc1cc(C)c(NC(=O)CN2C(=O)c3cccnc3Oc3ccc(Cl)cc32)c(C)c1 | -8%
Cn1cc(C(=O)NCCc2ccc(Cl)cc2)c(=O)c2cc(S(=O)(=O)N3CCCCC3)ccc21 | ?
CC(=O)N1CCC(N(CCCOC(C)C)C(=O)Nc2ccc(C)c(C)c2)CC1 | 5%
COc1ccc(C2Sc3ccccc3NC3=C2C(=O)c2ccccc23)cc1 (stereo not given) | ?
COc1cc(-c2noc(-c3nc(-c4ccccc4)no3)n2)cc(OC)c1OC | 12%
Cc1cc2nn(-c3ccc(F)cc3)nc2cc1NC(=O)c1ccc(C(C)(C)C)cc1 | 13%
CCOC(=O)c1cc2c(=O)n3ccccc3nc2n(C(C)C)c1=NC(=O)c1c(-c2c(F)cccc2Cl)noc1C | ?
COCCc1nncn1C1CCN(C(=O)c2ccc(C)s2)CC1 | 12%
Cc1ccc(/C=C/C(=O)NC2CCCC2)c(C)c1 | 11%
CC(NCc1cccs1)C1CC1 (stereo not given) | -33%
COc1ccc(C(=O)N2CCCCCCNC(=O)CC2)cc1F | 7%
COc1cc(/C=C/C(=O)OCCOc2ccccc2F)ccc1OC(F)F | ?

Reformatted field by field: four of the compounds above
Cc1cc(C)c(NC(=O)CN2C(=O)c3cccnc3Oc3ccc(Cl)cc32)c(C)c1
  KDM5B inhibitor: -8%
Cn1cc(C(=O)NCCc2ccc(Cl)cc2)c(=O)c2cc(S(=O)(=O)N3CCCCC3)ccc21
  KDM5B inhibitor: ?
CC(=O)N1CCC(N(CCCOC(C)C)C(=O)Nc2ccc(C)c(C)c2)CC1
  KDM5B inhibitor: 5%
COc1ccc(C2Sc3ccccc3NC3=C2C(=O)c2ccccc23)cc1 (stereo not given)
  KDM5B inhibitor: ?

Next section:
SMILES | KDM5B inhibitor
CCOc1ccc(C(c2c(O)cc(C)n(Cc3ccco3)c2=O)N2CCCCC2)cc1 (stereo not given) | ?
CN(CCOc1cccc(Cl)c1)C(=O)c1cccc(CCC(C)(C)O)c1 | 12%
Cc1ccc2c(c1)N1C(=O)OC[C@@H]1CCN(C(=O)C1CCC1)C2 | 1%[86.2 µM]
COc1cccc(NC(=O)CSc2nc3c([nH]c4ccccc43)c(=O)n2-c2cccc(Cl)c2)c1 | 15%

Screening data as filed in PubChem BioAssay.
